Screens as filed in PubChem BioAssay.
LDHA inh – qHTS assay for inhibitors of human lactate dehydrogenase | purified LDHA, NADH/diaphorase-resazurin fluorescence; hits give low values | activity change, % (values are at about 110 or 230 µM) | hit rate 0.15% among 480,000 | AID 1347041, 2019; in the data active = activity change below about -30%; inconclusive = mostly about -25% to -30%;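 note: plate controls were DMSO wells for no effect and wells without enzyme for full effect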
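Human LDH5 at 2 nM final in Tris HCl pH 7.4 with 0.06 mM NADH and 0.2 mM pyruvate, reacted 5 minutes at room temperature. Remaining NADH coupled via diaphorase/resazurin; resorufin fluorescence read at 0 and 20 minutes, normalized to enzyme-free and DMSO wells.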
ALOX12 inh – Primary qHTS assay for inhibitors of human arachidonate 12S-lipoxygenase (ALOX12): Round 2 | purified 12hLO, xylenol orange hydroperoxide absorbance | Potency, µM (series often up to 108 µM), for inactives: at the highest dose activity change, negative = inhibition, hits mostly inhibitors | hit rate 1.1% among 580,000 | AID 1671190, 2021; note: potency is the fitted concentration of half-maximal effect; % is set by controls: 0 for no effect and ±100 for the full control effect
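Purified human 12hLO (150 nM final) in 25 mM Hepes, 0.01% Triton X-100, pH 7.0 was preincubated 15 min at room temperature with compound. Then 40 uM arachidonic acid was added, 30 min. Hydroperoxide was read by Fe-XO absorbance ratio 573/405 nm.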
POLB inh – qHTS Assay for Inhibitors of DNA Polymerase Beta | P06746 | Pol beta primer extension/strand displacement, fluorescence kinetic | Potency, µM (titrated, usually from 114 µM), inactives show at the highest dose activity change, negative = inhibition, actives largely listed as inhibitors | hit rate 1.3% among 340,000; note: potency is the fitted concentration of half-maximal effect; % is set by controls: 0 for no effect and ±100 for the full control effect
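Values derive from four-parameter Hill fits of normalized kinetic data: reads at 0 and 10 min following addition of 50 nM substrate to 10 nM Pol beta preincubated 15 min with compound.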
POLK inh – qHTS for Inhibitors of Polymerase Kappa. DNA polymerase kappa (Homo sapiens), Q9UBT6. purified Pol kappa, fluorescent DNA synthesis assay, 10 min. Potency, µM (series often up to 107 µM), inactives show at the top dose activity, negative = inhibition, actives largely listed as inhibitors. hit rate 0.53% among 400,000; note: potency is the fitted concentration of half-maximal effect; % is set by controls: 0 for no effect and ±100 for the full control effect
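Readout: fluorescence, taken kinetically at 0 and 10 min. Conditions: 10 nM Pol kappa, 15 min RT compound preincubation, 50 nM substrate final. Controls: enzyme-free buffer wells.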
APEX1 inh – qHTS Assay for Inhibitors of the Human Apurinic/apyrimidinic Endonuclease 1 (APE1); DNA repair nuclease/redox regulator APEX1 (Homo sapiens), P27695; recombinant APE1, TAMRA/BHQ-2 abasic DNA cleavage fluorescence; Potency, µM (series often up to 65.8 µM), for inactives: at the highest dose activity change, negative = inhibition, hits mostly inhibitors; hit rate 0.35% among 350,000; AID 2517, 2012;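 note: potency is the fitted concentration of half-maximal effect; plate controls were vehicle for no effect and reference inhibitor for full effect; nearly all actives have a fitted effect of over 55% in size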
Target sequence (P27695 whole entry, looked up): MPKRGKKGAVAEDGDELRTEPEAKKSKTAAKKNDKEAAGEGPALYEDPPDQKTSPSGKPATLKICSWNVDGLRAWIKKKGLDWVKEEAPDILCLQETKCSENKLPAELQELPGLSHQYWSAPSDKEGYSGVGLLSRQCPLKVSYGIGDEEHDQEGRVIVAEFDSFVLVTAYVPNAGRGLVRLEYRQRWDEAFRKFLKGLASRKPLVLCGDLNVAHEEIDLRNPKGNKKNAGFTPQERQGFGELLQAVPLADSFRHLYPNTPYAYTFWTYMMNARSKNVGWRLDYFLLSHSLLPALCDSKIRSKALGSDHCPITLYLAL
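Measures dequenching upon AP-site incision of a 5'-TAMRA/3'-BHQ-2 THF-containing duplex, 50 nM; human APE1 0.75 nM after 15 min room-temperature exposure to compound; kinetic three-point read at one-minute spacing.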
Apoferritin bind – qHTS Assay for Identification of Novel General Anesthetics; Ferritin light chain (Equus caballus), P02791; apoferritin/1-aminoanthracene competitive binding, fluorescence; Potency, µM (titrated, usually from 77.5 µM), inactives show top-dose activity change, negative = displacement, usual class: inhibitors; hit rate 0.074% among 350,000; AID 485281, 2010; note: potency is the fitted concentration of half-maximal effect; % is set by controls: 0 for no effect and ±100 for the full control effect; nearly all actives have a fitted effect of over 20% in size
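Probe: 1-aminoanthracene (50% saturated, PBS). Protein: horse-spleen apoferritin, 10 uM. Incubation: 10 min, room temperature. Detection: 380 nm excitation, 535 nm emission. Analysis: normalized response, four-parameter Hill.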
RGS4 inh – Inhibitors of Regulator of G Protein Signaling (RGS) 4: qHTS; Regulator of G-protein signaling 4 (Homo sapiens), P49798; Transcreener GDP fluorescence polarization, RGS4-accelerated GTP hydrolysis; Potency, µM (highest dose often 114 µM), inactives show at the highest dose activity change, negative = inhibition, usual class: inhibitors; hit rate 0.039% among 390,000; AID 504845, 2011; note: potency is the fitted concentration of half-maximal effect; % is set by controls: 0 for no effect and ±100 for the full control effect; nearly all actives have a fitted effect of over 75% in size; some results filed as inactive show a strong effect at the top dose
Target sequence (P49798 whole entry, looked up): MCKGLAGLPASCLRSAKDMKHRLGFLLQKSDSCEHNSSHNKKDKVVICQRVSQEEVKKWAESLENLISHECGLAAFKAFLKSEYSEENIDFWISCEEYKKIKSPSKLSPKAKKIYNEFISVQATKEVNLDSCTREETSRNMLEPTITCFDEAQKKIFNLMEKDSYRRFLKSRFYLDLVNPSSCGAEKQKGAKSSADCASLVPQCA
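MLSMR compounds (23 nl, pin-transferred) preincubated 10 min at room temperature with a 500nM (2x) first reagent, then RGS4 at 900nM (2x) plus Transcreener GDP mix added; fluorescence polarization (620/688 nm) read before and after 90 min at 30 °C.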
ERG Ets-DNA blk – qHTS for Small Molecule Inhibitors of the ERG Ets/DNA interaction. AID 624246, 2012. Potency, µM (doses to about 76.9 µM), without a hit: top-dose FP activity, negative = inhibition, hits mostly inhibitors. fluorescence polarization, His-ERG Ets domain / labelled DNA. hit rate 0.028% among 370,000; active = well fitted inhibition curve with a large enough effect in the polarisation, with a control signal flat; inconclusive = small, poorly fitted or top-dose-only effect, or effect the other way, or a change in a side signal; inactive = no such curve, though single readings can be large or run the other way; the % refers to the polarisation;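 note: polarization taken with two DNA probes labelled with fluorescein and Texas red; potency is the fitted concentration of half-maximal effect; % of control where 0% means no effect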
Target sequence (P11308 whole entry, looked up, the tested form may be a part): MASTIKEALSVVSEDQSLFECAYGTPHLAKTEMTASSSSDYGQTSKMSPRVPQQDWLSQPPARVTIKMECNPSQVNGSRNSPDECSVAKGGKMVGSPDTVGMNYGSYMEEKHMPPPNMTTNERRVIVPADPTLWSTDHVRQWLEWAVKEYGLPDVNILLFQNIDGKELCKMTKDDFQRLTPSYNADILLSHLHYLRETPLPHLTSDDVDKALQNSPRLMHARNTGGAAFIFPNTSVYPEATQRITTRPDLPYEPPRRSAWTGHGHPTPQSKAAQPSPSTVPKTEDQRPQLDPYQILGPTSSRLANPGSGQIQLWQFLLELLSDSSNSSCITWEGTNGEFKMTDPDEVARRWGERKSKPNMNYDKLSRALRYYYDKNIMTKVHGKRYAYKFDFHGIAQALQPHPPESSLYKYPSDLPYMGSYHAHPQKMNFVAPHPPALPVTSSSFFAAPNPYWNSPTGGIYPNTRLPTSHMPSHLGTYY
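His-tagged ERG Ets domain (1 uM in the protein solution; 300mM KCl, 50mM Tris-HCl, 1mM EDTA, 1mM DTT, pH 7.5) received compound, then a probe mix of 5 nM fluorescein-DNA and 100nM Texas-615-DNA. Fluorescence polarization was read for both dyes.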
Pol eta inh – qHTS for Inhibitors of Polymerase Eta. AID 588591, 2011. hit rate 1.2% among 390,000. recombinant Pol eta, fluorescent DNA replication assay. Potency, µM (doses to about 114 µM), without a hit: top-dose activity change, negative = inhibition, hits mostly inhibitors. DNA polymerase eta (Homo sapiens), Q9Y253; note: potency is the fitted concentration of half-maximal effect; % is set by controls: 0 for no effect and ±100 for the full control effect
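Pol eta (10 nM) was preincubated with compounds for 15 min at room temperature, after which fluorescent replication substrate (50 nM final) was added to start the reaction. Fluorescence was read kinetically at 0 and 10 min.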
Active calls of the source: *; ? = inconclusive; · = not tested or not shown; & = joins results of further samples; [ ] = dose if it differs, or a comment. Unless noted, calls come from the whole dose curve; as a rule, active = well fitted curve in the direction sought with a large enough effect; inconclusive = small, poorly fitted or top-dose-only effect, or another doubt; inactive = no such curve, though single readings can be large; an effect the other way counts as inactive or inconclusive. These rows are one share of the data (hit frequency here may not be typical).

The opening 9 compounds, to show the layout:
mol	Pol eta inh	ERG Ets-DNA blk	POLB inh	ALOX12 inh	APEX1 inh	RGS4 inh	Apoferritin bind	POLK inh	LDHA inh
O=c1cc(O)sc2ccccc12	-8%	4%	0%	14%	-6%	-25%	0%	-5%	-7
CCOC(=O)CC1=NN(c2ccccc2)C(=O)C1	0%	-6%	37%	-10%	16%	-8%	-5%	-1%	-1
CC1=C(C#N)C(c2ccc(O)cc2)C(C#N)=C(C)N1	10%	13%	8%	?	-3%	3%	6%	7%	-16
O=C(Cc1ccc(F)cc1)Nc1nc(-c2ccc(F)c(F)c2)cs1	-27%	1%	-4%	4%	-2%	-28%	-11%	-5%	-6
O=C(O)c1ccccc1OCCN1CCCC1=O	-16%	51%[activator]	4%	-11%	-11%	-5%	-5%	-3%	-2
Cc1ccc(-c2nc(CCNC(=O)c3ccc(C)c(C)c3)cs2)cc1	-18%	-3%	3%	-29%	·	20%	5%	-8%[60.1 µM]	1
Cc1ccc(CCN2CC(C(=O)NC3CCCC3)CC2=O)cc1 (centres undefined)	5%	-5%	26%	2%	16%	3%	-12%	-11%	1
Cc1ccccc1C(=O)n1nc(-c2cccnc2)nc1NCc1ccccc1	-27%	3%	20%	-12%	·	2%	-23%	9%	2
Cc1cc(C)n(Cc2ccc(C(=O)Nc3ccc(Br)cc3C)o2)n1	-5%	3%	?	35µM*	-1%	-13%	1%	-21%	2

Results (from the top)
mol	Pol eta inh	ERG Ets-DNA blk	POLB inh	ALOX12 inh	APEX1 inh	RGS4 inh	Apoferritin bind	POLK inh	LDHA inh
O=c1cc(O)sc2ccccc12	-8%	4%	0%	14%	-6%	-25%	0%	-5%	-7
CCOC(=O)CC1=NN(c2ccccc2)C(=O)C1	0%	-6%	37%	-10%	16%	-8%	-5%	-1%	-1
CC1=C(C#N)C(c2ccc(O)cc2)C(C#N)=C(C)N1	10%	13%	8%	?	-3%	3%	6%	7%	-16
O=C(Cc1ccc(F)cc1)Nc1nc(-c2ccc(F)c(F)c2)cs1	-27%	1%	-4%	4%	-2%	-28%	-11%	-5%	-6
O=C(O)c1ccccc1OCCN1CCCC1=O	-16%	51%[activator]	4%	-11%	-11%	-5%	-5%	-3%	-2
Cc1ccc(-c2nc(CCNC(=O)c3ccc(C)c(C)c3)cs2)cc1	-18%	-3%	3%	-29%	·	20%	5%	-8%[60.1 µM]	1
Cc1ccc(CCN2CC(C(=O)NC3CCCC3)CC2=O)cc1 (centres undefined)	5%	-5%	26%	2%	16%	3%	-12%	-11%	1
Cc1ccccc1C(=O)n1nc(-c2cccnc2)nc1NCc1ccccc1	-27%	3%	20%	-12%	·	2%	-23%	9%	2
Cc1cc(C)n(Cc2ccc(C(=O)Nc3ccc(Br)cc3C)o2)n1	-5%	3%	?	35µM*	-1%	-13%	1%	-21%	2
Cc1ccc(OCCSc2nc(-c3cccs3)nc3cc(=O)[nH]n23)cc1Cl	79µM*	-2%	?	-3%	·	?	?	-25%	-4
CC(C)N(c1ccccc1)c1ccc(NC(=O)COC(=O)CCN2C(=O)c3cccc([N+](=O)[O-])c3C2=O)cc1	?	5%	-1%	-22%	-7%	-22%	-16%	7%	1
CC(C)Sc1ncc(Cl)c(C(=O)N(Cc2ccc(F)cc2)C2CCS(=O)(=O)C2)n1 (centres undefined)	-17%	1%	34%	-27%	·	13%	-5%	4%	-2
O=[N+]([O-])c1cc(C(F)(F)F)cc([N+](=O)[O-])c1NCCNC(=S)Nc1cccc(F)c1	-8%	27%	-16%	0%	-7%	-35%	-8%	-9%	1
O=C(COC(=O)c1ccc2c(c1)OCO2)Nc1cccc(F)c1	-6%	11%	·	4%	6%	20%	·	1%	1
Cc1nnc(NC(=O)C2CC(=O)N(Cc3ccccc3)C2)s1 (centres undefined)	-8%	-9%	62%	9%	6%	17%	-3%	-11%	-6
COc1ccc(OCCCCc2c(C)n[nH]c2C)cc1	10%	10%	·	?	·	5%	·	3%	-7
Cc1c(OCC(=O)N2CCN(c3ccccc3)CC2)ccc2c3c(c(=O)oc12)CCCC3	-11%	-2%	?	8%	12%	-13%	-7%	-1%	0
COc1cc(OC)cc(C(=O)NNC(=O)C(CCC(N)=O)NS(=O)(=O)c2ccc(Cl)cc2)c1 (centres undefined)	-7%	14%	·	-3%	·	18%	·	-2%	0
CC1CC1C(=O)OCC(=O)Nc1cc(S(=O)(=O)N2CCCCC2)ccc1Cl (centres undefined)	-17%	-1%[15.4 µM]	·	39%[activator]	24%	-39%	·	-2%	-3
CC(CCc1ccco1)NC(=O)Cn1nc(Cc2ccncc2)c2ccccc2c1=O (centres undefined)	-3%	7%	26%	-16%	16%	-5%	-22%	-9%	5
O=C1CSC2(C(=O)N(Cc3cccc(C(F)(F)F)c3)c3ccccc32)N1c1ccc(F)c(F)c1 (centres undefined)	-26%	0%	-18%	-11%	·	1%	-20%	-12%	5
COc1ccc(-c2nc3sc(CCNS(=O)(=O)c4c(C)cc(C)cc4C)c(C)n3n2)cc1	-10%	-4%	4%	2%	·	4%	6%	-12%[60.1 µM]	3
COc1ccccc1C(=O)N=C1SC2CS(=O)(=O)CC2N1c1ccccc1 (centres undefined)	2%	1%	51%	-10%	-10%	-16%	-8%	-4%	-10
CCOc1ccc(N/C=C/C(=O)c2ccccc2)cc1	-25%	-3%	1%	19%	-10%	11%	-18%	-2%	0
COc1cc(CN(C)C(=O)C(=O)c2c[nH]c3ccccc23)ccc1O	-5%	-1%	·	-22%	·	11%	·	-9%	3
COc1ccc(NC(=O)CSc2nc(C)cs2)cc1	-17%	3%	?	0%	2%	3%	-6%	3%	-1
CC(C)(C)NC(=O)NC(=O)COC(=O)c1ccc2c(c1)S(=O)(=O)N=C1CCCCCN12	-27%	6%	4%	-18%	-1%	-25%	-18%	-6%	-1
c1coc(CNc2ncnc3sc4c(c23)CCCCC4)c1	4%	-18%	-25%	?	10%	-15%	-21%	-5%	2
Cc1ccc(CCNc2ccccc2)c[n+]1[O-]	-8%	-2%	0%	0%	-7%	-29%	-7%	4%	3
CCc1nc(NCCCCCO)c2nnn(Cc3ccccc3F)c2n1	-15%	1%	-2%	475%[activator]	3%	-25%	?	2%	-2
CC1(C)CC(=O)C2=C(C1)OC(N)=C([N+](=O)[O-])C2c1cccs1 (centres undefined)	-8%	0%	31%	5%	0%	-1%	-10%	-3%	-3
Cc1nc2cc(O)ccc2n1C	14%	-4%	1%	-4%	5%	39%	-4%	-21%	6
COc1ccc(-c2c3c(=O)n(C)c(=O)n(C)c3cn2N2CCOCC2)cc1	6%	-5%	-9%	?	-3%	-12%	-2%	0%	0
CN(C(=O)CSc1nnc(-c2ccc(C(C)(C)C)cc2)n1C)C1CCS(=O)(=O)C1 (centres undefined)	-13%	5%	·	6%	9%	-18%	·	8%	-2
O=S(=O)(Nc1cc(S(=O)(=O)N2CCOCC2)ccc1NCC1CCCO1)c1ccccc1F (centres undefined)	-17%	28%	·	-7%	48%[activator]	-19%	·	-6%	-2
COCc1cc(=O)n2[nH]cc(-c3ccsc3)c2n1	-17%	11%	12%	9%	-3%	-7%	12%	-1%	3
Cc1ccc(NC(=O)CSc2ccccc2)cc1S(=O)(=O)N1CCCCC1	-13%	-8%	·	23%	-10%	-22%	·	-24%	-1
CCOc1cc(N2CCOCC2)c(OCC)cc1NC(=O)[C@H](C)N1C(=O)C2CC=CCC2C1=O (some centres undefined)	-11%	5%	19%	0%	?	-27%	-6%	-4%	5
CCOC(=O)c1cnc2c(Cl)cccc2c1NCCN1CCOCC1	-9%&-17%	-3%&1%	-29%&22%	-14%&-12%	1%	5%&-6%	-10%&-7%	-8%[60.1 µM]	1&-1
COc1ccc(C2N(c3cc(Cl)ccc3OC)C(=O)C3CCCN32)cc1 (centres undefined)	-2%	5%	11%	133%[activator]	-1%	9%	-5%	4%	-4
